# Compound activity as filed in PubChem.
# PLCg1 inh: PLC-gamma1 enzyme inhibitors, primary screen, biochemical, fluorescence, purified enzyme; 1-phosphatidylinositol 4,5-bisphosphate phosphodiesterase gamma-1 (Homo sapiens), P19174; fluorogenic substrate; inhibition, % at 12.2 µM; 370,000 compounds, 0.84% hits; AID 720700, 2013; in the data active = inhibition above about 9.5%
# ASAP1 inh: inhibitors of human ASAP1 ArfGAP activity, primary screen, biochemical, fluorescence polarization; Arf-GAP with SH3 domain, ANK repeat and PH domain-containing protein 1 (Homo sapiens), …; ASAP1-stimulated ARF1 GTP hydrolysis, GDP FP detection; inhibition, % at 16.5 µM; 360,000 compounds, 0.19% hits; AID 624377, 2012; in the data active = inhibition above about 25%;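 also: 0% = vehicle with enzyme and substrate and 100% = no enzyme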
# Target sequence (Q9ULH1 325-724 limits assumed): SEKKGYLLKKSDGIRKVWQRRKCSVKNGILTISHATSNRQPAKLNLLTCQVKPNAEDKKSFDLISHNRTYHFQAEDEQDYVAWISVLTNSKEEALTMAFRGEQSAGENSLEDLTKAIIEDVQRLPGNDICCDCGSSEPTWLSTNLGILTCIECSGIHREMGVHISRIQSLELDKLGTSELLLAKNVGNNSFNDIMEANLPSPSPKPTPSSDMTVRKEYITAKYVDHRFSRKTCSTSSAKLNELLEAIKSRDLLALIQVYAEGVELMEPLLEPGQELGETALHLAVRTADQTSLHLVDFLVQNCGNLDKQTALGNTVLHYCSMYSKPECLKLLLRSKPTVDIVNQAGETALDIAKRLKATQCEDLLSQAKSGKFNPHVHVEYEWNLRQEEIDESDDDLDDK
# ARFGAP1 inhibitor: inhibitors of rat ARFGAP1 GAP activity, primary screen, biochemical, fluorescence polarization, GDP tracer. ADP-ribosylation factor GTPase-activating protein 1 (Rattus norvegicus), Q62848. Arfgap1-stimulated ARF1 GTP hydrolysis, GDP FP detection. inhibition, % at 16.5 µM. 360,000 compounds, 0.26% hits;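 active = inhibition above a per-plate limit, mean inhibition of low control wells plus 3 SD, cut at about 25% in these data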;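 also: 0% = DMSO wells with enzyme and 100% = wells lacking Arfgap1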
#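 Material: truncated rat Arfgap1 GAP domain; Incubation: compound-enzyme preincubation 20 min, reaction 120 min, detection 60 min, 25 °C; Read-out: percent inhibition of Arfgap1-stimulated GTP hydrolysis; Technique: FP, GDP Alexa 633 tracer displaced from anti-GDP antibody, 620/688 nm; Controls: No-Arfgap1 wells (100%) versus DMSO full-reaction wells (0%); Replication: single well per compound.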
# MBD2 inh: inhibitors of MBD2 binding to methylated DNA, primary screen, biochemical, TR-FRET, DNA-binding domain, human; MBD2 binding to methylated oligonucleotide; inhibition, % at 4.4 µM; AID 686964, 2013; Methyl-CpG-binding domain protein 2 (Homo sapiens), Q9UBB5; 370,000 compounds, 0.31% hits; in the data active = inhibition above about 13%
# Target sequence (Q9UBB5 whole entry, looked up, the tested form may be a part): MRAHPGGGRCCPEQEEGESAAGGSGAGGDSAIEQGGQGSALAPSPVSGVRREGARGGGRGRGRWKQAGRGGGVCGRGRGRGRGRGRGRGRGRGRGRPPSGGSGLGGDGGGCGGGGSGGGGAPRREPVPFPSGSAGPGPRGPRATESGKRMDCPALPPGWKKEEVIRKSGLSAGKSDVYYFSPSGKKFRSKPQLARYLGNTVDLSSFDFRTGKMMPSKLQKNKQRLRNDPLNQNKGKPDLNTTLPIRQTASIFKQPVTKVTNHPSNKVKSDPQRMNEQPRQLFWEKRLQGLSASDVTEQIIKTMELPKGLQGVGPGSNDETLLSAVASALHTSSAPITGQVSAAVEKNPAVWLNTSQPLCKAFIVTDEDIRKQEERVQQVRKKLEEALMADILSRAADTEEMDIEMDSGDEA
# KLK7 zymogen act: proKLK7 zymogen activators, primary screen, biochemical, fluorescence intensity; Kallikrein-7 (Homo sapiens), P49862; activation, % at 7 µM; purified proKLK7, EDANS-DABCYL substrate fluorescence; 100% is mature enzyme control, 0% vehicle; 370,000 compounds, 0.9% hits;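 active = activation above the mean of all tested compounds plus 3 SD, computed per campaign excluding outliers beyond control limits, cut at about 13% in these data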
# Target sequence (P49862 whole entry, looked up): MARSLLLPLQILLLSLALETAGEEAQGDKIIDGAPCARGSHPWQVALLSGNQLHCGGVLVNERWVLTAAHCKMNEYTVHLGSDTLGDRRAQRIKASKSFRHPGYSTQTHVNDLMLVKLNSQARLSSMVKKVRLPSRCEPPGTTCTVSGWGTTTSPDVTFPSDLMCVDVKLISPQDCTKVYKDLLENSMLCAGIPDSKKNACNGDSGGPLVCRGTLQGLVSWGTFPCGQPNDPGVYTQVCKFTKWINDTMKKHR
# ADAM17 inh: ADAM17 inhibitors, primary screen, biochemical, QFRET; recombinant ADAM17, EDANS/DABCYL FRET peptide cleavage; inhibition, % at 6.95 µM; AID 720648, 2013; 370,000 compounds, 0.83% hits;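 active = inhibition above the mean of compounds lying between control limits plus 3 SD, set per campaign, cut at about 8.5% in these data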;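 also: 0% = DMSO-only wells as the low control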
# PLC-beta3 inh: human PLC-beta3 inhibitors, primary screen, biochemical, fluorescence | 370,000 compounds, 0.18% hits | Purified PLC-beta3, fluorogenic substrate | inhibition, % at 12.2 µM | AID 720704, 2013; in the data active = inhibition above about 11%;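 also: 0% = median of compound wells on plate and 100% = full blocker control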
# UHRF1 binding: UHRF1 methylated DNA binding inhibitors, primary screen, counter-screen for MBD2 inhibitor project, biochemical, TR-FRET, human UHRF1, single concentration; UHRF1 binding to methylated oligo; inhibition, % at 4.4 µM; 370,000 compounds, 0.75% hits; AID 687016, 2013; in the data active = inhibition above about 21%;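 also: UHRF1 SRA domain binding a hemimethylated CpG hairpin DNA probe; 0% = median of test compound wells and 100% = reference inhibitor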
# Tn7 DDE FP: inhibitors of Tn7 peptide binding to fibrin DD(E), primary screen, biochemical, fluorescence polarization, human fibrin, Tn7 probe; FP displacement of FITC-Tn7 peptide from fibrin DD(E); 0% = median of compound wells per plate; 370,000 compounds, 0.13% hits; inhibition, % at 8.3 µM; Fibrinogen beta chain (Homo sapiens), P02675; AID 720508, 2013;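 active = inhibition above the mean of compounds falling within the control limits plus 3 SD of them, cut at about 14% in these data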;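 also: 0% = plate median of compound wells and 100% = 10 µM Aha-Tn7 peptide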
#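 Assay system: Fibrin-DD(E) protein isolated from polymerized human fibrin clots; read-out basis: percent inhibition; medium: Tris/NaCl/CaCl2 buffer, pH 7.8; signal: FP measurement; incubation: 10 min plus 3 h, room temperature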
# DDE Tn6 FP inh: inhibitors of Tn6 peptide binding to fibrin DD(E), primary screen, biochemical, fluorescence polarization, human fibrin, Tn6 probe. Fibrinogen beta chain (Homo sapiens), P02675. Fibrin DD(E) TRITC-Tn6 fluorescence polarization displacement. inhibition, % at 8.3 µM. 370,000 compounds, 0.21% hits;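 active = inhibition above a per-campaign cutoff: mean of compounds within control limits plus 3 SD, cut at about 15% in these data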;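 also: 0% = median of all compound wells on the plate and 100% = blocking peptide control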
# Starred values were filed as active, the others as inactive.
SMILES,PLCg1 inh,ASAP1 inh,ARFGAP1 inhibitor,MBD2 inh,KLK7 zymogen act,ADAM17 inh,PLC-beta3 inh,UHRF1 binding,Tn7 DDE FP,DDE Tn6 FP inh
CCOC(=O)C1=C(CC)Nc2ccccc2N=C1NC(=O)Cn1cnc2ccccc2c1=O,9.5*,2,-11,-4,0.3,2,8,-1,-7,8
CCc1ccc(Sc2cc(C(=O)NCCN3CCOCC3)c3ccccc3n2)cc1,-12,-2,4,1,-0.4,2,-11,-6,-4,-2
COc1ccc(CN2CCNC(=O)C2CC(=O)N2CCCN(C(C)=O)CC2)c(OC)c1 (configuration not stated),-3,5,2,-4,0.5,-4,-5,-1,-3,-2
CCOC(=O)c1c(S(=O)(=O)NCc2ccco2)c(C)n(C)c1C,2,0,-15,-6,0.3,-3,-6,-2,0,9
Cn1c(=O)cc(SCC(=O)N2CCN(C3CCCCC3)CC2)c2ccccc21,0,-7,-2,1,0.6,-9,-6,-4,-2,0
COc1ccc(S(=O)(=O)N2CCCOC2CNC(=O)C(=O)NCc2ccccc2C)cc1 (configuration not stated),0,-16,5,4,0.2,-1,0,-1,-4,0
CC(=O)Nc1nnc(CCS(=O)(=O)c2ccc(C)cc2)s1,1,-11,-13,1,0.3,-2,-6,-1,6,3
O/N=C/Cc1[nH]c2ccccc2c1-c1ccccc1,-1,6,0,-2,-0.3,0,-5,0,-11,-3
COc1cccc(/C=C/C(=O)OCC(=O)Nc2ccc(N3CCOCC3)cc2)c1OC,-2,5,-9,-1,0.4,3,2,1,4,2
O=C(Nc1ccnc(-c2cccnc2)n1)c1cccs1,-1,6,1,1,0.3,-7,-7,1,4,3
O=C1CC(N(CCc2ccccc2)C(=S)Nc2cc(Cl)ccc2Cl)C(=O)N1c1c(Cl)cccc1Cl (configuration not stated),-2,6,5,-1,0.8,12*,2,-1,3,-3
CC1CN(C(=O)COC(=O)c2ccc(Cl)c(S(=O)(=O)N3CCCCC3)c2)CC(C)O1 (configuration not stated),-1,0,14,0,-0.2,-4,-2,7,2,-1
COc1cc(/C=C2\SC(=S)N(N3CCOCC3)C2=O)cc(OC)c1OC,-6,-5,5,0,0.5,2,-6,-4,2,-9
CCCCNC(=O)CSc1cc(=O)n(C)c2ccccc12,5,-1,0,4,-0.6,-7,0,-4,-6,0
COC(=O)c1cc2c(c3c4cc(C)ccc4n(S(=O)(=O)c4ccc(OC)cc4)c13)C(=O)N(Cc1ccc(C(F)(F)F)cc1)C2,-3,-4,-5,7,0.7,-3,-11,1,-3,-7
Cc1sc2ncnc(SCC(=O)N3CCCC(C(N)=O)C3)c2c1C (configuration not stated),-6,10,-5,-3,-0.3,-3,-8,-4,2,-1
CC1=CCC2C(=O)N(C(C)c3ccccc3)C(=O)C2C1 (configuration not stated),-4,4,-3,0,0.5,-2,-8,1,-5,-7
COc1cc(NC(=S)N2CCCC(CO)C2)cc(OC)c1 (configuration not stated),-4,14,1,10,-0.5,-10,-4,4,1,-11
CNC(=O)CN(c1ccc(C23CC4CC(CC(C4)C2)C3)cc1)S(C)(=O)=O,2,8,11,1,-0.3,2,4,-2,-4,9
O=C(c1cc([N+](=O)[O-])ccc1N1CCOCC1)N1CCN(c2ccccc2)CC1,-3,20,-2,0,-0.2,-1,-5,0,-6,-7
COc1ccc(CN2CCC(C(=O)c3ccc(F)cc3)CC2)cc1,-2,10,-1,1,-0.2,-2,-6,0,2,-4
Cc1cc(C)cc(OCC(=O)Nc2nc3ccc([N+](=O)[O-])cc3s2)c1,4,7,4,-7,0.1,2,0,1,-13,1
Cc1ccc(N(CC(N)=O)C2SC(=O)NC2=O)cc1 (configuration not stated),0,17,-2,-1,0.1,-1,3,5,4,6
Oc1ccc(N=Nc2ccc(Br)cc2)c(O)c1,0,-4,14,0,-0.2,-1,-3,0,2,1
O=[N+]([O-])c1ccccc1-c1ccc(CN2CCN(c3ccccc3)CC2)o1,-33,-7,1,-2,-0.7,-14,-61,0,-4,0
CC1CCCC(N2CCN(C(=O)c3ccc([N+](=O)[O-])cc3)CC2)C1 (configuration not stated),1,4,3,5,0.6,-5,-8,1,-2,2
NC(=O)C1CCN(c2nc(-c3ccc4ccccc4c3)cs2)CC1,-11,20,8,-5,0.5,-3,-21,-5,1,8
O=C(O)c1ccccc1S(=O)(=O)NCC(O)COC1CCCCC1 (configuration not stated),1,8,-5,4,0.7,2,3,0,4,5
C/C(=N\NC(=O)COc1cc(C)cc(C)c1)c1ccc(N2CCOCC2)cc1,0,-2,2,-3,0.3,-2,-4,5,-4,0
Cc1cccc(C)c1NC(=O)C(c1ccccc1)n1c(=O)c(-c2ccccc2)nc2ccccc21 (configuration not stated),-59,0,-9,-1,-11,-53,-78,-2,6,-3

# Single records (already shown). Order of values: PLCg1 inh	ASAP1 inh	ARFGAP1 inhibitor	MBD2 inh	KLK7 zymogen act	ADAM17 inh	PLC-beta3 inh	UHRF1 binding	Tn7 DDE FP	DDE Tn6 FP inh
# `Cc1cc(C)cc(OCC(=O)Nc2nc3ccc([N+](=O)[O-])cc3s2)c1` is entered as 4	7	4	-7	0.1	2	0	1	-13	1
# `COc1ccc(CN2CCC(C(=O)c3ccc(F)cc3)CC2)cc1` is entered as -2	10	-1	1	-0.2	-2	-6	0	2	-4

# The results go on.
SMILES,PLCg1 inh,ASAP1 inh,ARFGAP1 inhibitor,MBD2 inh,KLK7 zymogen act,ADAM17 inh,PLC-beta3 inh,UHRF1 binding,Tn7 DDE FP,DDE Tn6 FP inh
C=C(C)CNC(=S)N/N=C/c1ccccc1OCC(=O)O,1,-8,-15,1,0.4,-6,-7,0,-8,9
COc1ccc(OC)c(-c2csc(-c3cccs3)n2)c1,-10,17,10,3,-0.2,-2,-19,-1,-3,3
Nc1c(C(=O)N/N=C/c2cccnc2)oc2nc(-c3ccco3)cc(-c3ccco3)c12,-85,1,3,4,-4.4,-55,-135,17,2,-13
c1ccc(Cn2nnnc2C(c2cccnc2)N2CCN(C3CCCCC3)CC2)cc1 (configuration not stated),-2,10,11,1,0.4,-6,-3,1,4,-6
CC(C)C[C@H]1CNC(=S)N1CC1CCCN1C[C@H](CC(C)C)N1C[C@H](Cc2ccccc2)N(CC2CCCCCC2)C1=S (some centres not stated),2,-11,-8,6,1.1,-2,0,-1,-7,0
COc1ccc(C(=O)/C=C(/C)N(C)C)cc1,-1,1,11,0,0.2,-4,0,1,-3,1
CCNc1ccc(C(=O)O)cc1N,-6,-9,8,-1,0.4,-3,-6,-1,1,15
CCOCCCNC(=S)Nc1cc(C)cc(C)c1,4,-6,4,1,-0.7,0,1,2,-4,-2
CC1=CN2C(=NC(=O)CC2(C)C(=O)N(CC(=O)NC2CCCC2)c2cc(C)cc(C)c2)C=C1 (configuration not stated),-158,12,-3,2,3.1,-490,-203,-1,-1,2
Clc1ccccc1Cc1noc(CN2CCN(Cc3ccccn3)CC2)n1,-3,4,12,7,-0.1,-10,-13,4,8,5
COc1cccc(C(=O)Oc2ccc(N3C(=O)CCC3=O)c(C)c2)c1,-3,8,9,1,0.4,-4,-6,3,-3,-1
CCCCCNC(=O)c1ccc2c(=O)n(CCCN3CCCC3=O)c(=S)[nH]c2c1,0,2,5,0,0.4,-1,-2,0,0,7
CC(C)(C)OC(=O)N1CCC(c2c(C(=O)NC3CC3)cnn2-c2ccc(Cl)cc2)CC1,-1,0,0,-4,0.2,-2,-3,-1,-5,-4
C[C@@H]1CN([C@H](C)CO)C(=O)CCCn2nncc2CO[C@H]1CN(C)S(=O)(=O)c1cccs1,-2,6,-6,-1,0.1,-3,1,-1,1,6
Cc1ccc(C(=O)CSc2nc3cc(S(=O)(=O)N4CCOCC4)ccc3o2)cc1,0,1,-10,-1,0.6,-3,2,1,3,6
S=C(Nc1cccc(Cl)c1Cl)NC1CCN(Cc2ccccc2)CC1,2,-3,3,-2,-0.2,3,-2,-1,-2,1
O=C(Nc1ccncc1)Nc1ccc(Br)cc1Cl,3,-7,11,3,0.1,-2,-2,-5,2,-15
O=C(COC(=O)c1cccnc1)Nc1ccc2c(c1)OCO2,3,-2,-11,-2,0.1,4,4,2,-1,1
Cc1ccc(CNc2ccc(N3C(=O)CCCC3=O)cc2[N+](=O)[O-])cc1,-4,15,6,-4,1.0,-2,-3,3,7,4
Cc1ccc(S(=O)(=O)N2CCCCC2)cc1NC(=O)CSc1ccc2c(c1)OCCO2,1,1,3,3,0.1,2,-4,5,-1,-5
COc1cccc(CNC(=O)[C@@H]2CCCN2C(=O)[C@@H]2CCCN2C(=O)c2cccc(Cl)c2)c1,3,19,4,2,-0.3,1,5,4,5,-4
CCOC(=O)c1cc2c(ccn2C)n1Cc1ccccc1Cl,-2,-7,3,-3,-0.9,-4,-3,2,5,-5
COC(=O)c1cnn(-c2cc(Oc3cccc(C)c3)ncn2)c1N,-3,-7,2,0,-0.5,-4,1,-3,1,3
O=C(Nc1cc(SCC(O)CO)cc([N+](=O)[O-])c1)c1ccc(-n2cnnn2)cc1 (configuration not stated),2,3,15,1,0.1,-1,3,3,-4,-5
C/C(N)=C(/C#N)C(=O)CSc1ccc2c(c1)OCCO2,-1,-7,-5,6,0.1,-1,0,0,0,-2
O=C(CSc1nnc(-c2cccs2)o1)N1CCCc2ccccc21,0,2,-1,-3,-0.2,1,2,-2,1,8
Cc1ccc(CN2CCC(C(=O)Nc3cccc(-c4cccc(F)c4)c3)CC2)o1,6,-4,0,-1,0.1,2,-1,3,5,3
COc1ccc(Cl)cc1S(=O)(=O)NCc1cccnc1,4,26*,11,-2,-0.2,-5,3,-1,0,-3
COC(=O)Cc1ccc(OC2(C)CCN(Cc3ccc(-c4ccccn4)cc3)C2)cc1 (configuration not stated),5,-6,4,1,-0.4,3,-1,-3,-4,0

# Of the compounds above, 3 contain fluorine:
SMILES,PLCg1 inh,ASAP1 inh,ARFGAP1 inhibitor,MBD2 inh,KLK7 zymogen act,ADAM17 inh,PLC-beta3 inh,UHRF1 binding,Tn7 DDE FP,DDE Tn6 FP inh
COC(=O)c1cc2c(c3c4cc(C)ccc4n(S(=O)(=O)c4ccc(OC)cc4)c13)C(=O)N(Cc1ccc(C(F)(F)F)cc1)C2,-3,-4,-5,7,0.7,-3,-11,1,-3,-7
COc1ccc(CN2CCC(C(=O)c3ccc(F)cc3)CC2)cc1,-2,10,-1,1,-0.2,-2,-6,0,2,-4
Cc1ccc(CN2CCC(C(=O)Nc3cccc(-c4cccc(F)c4)c3)CC2)o1,6,-4,0,-1,0.1,2,-1,3,5,3
